DT40 TDP1 no CPT: qHTS for Inhibitors of human tyrosyl-DNA phosphodiesterase 1 (TDP1): qHTS in cells in absence of CPT; DT40 Tdp1-/- hTDP1 cells, no CPT, ATP luminescence, 48 h; Potency, µM (highest dose often 46.2 µM), for inactives: top-dose activity change, negative = growth inhibition, usual class: inhibitors; actives 15% (n = 420,000); further: nearly all actives have a fitted effect of over 55% in size
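Stably hTDP1-transfected Tdp1-null chicken DT40 cells were treated with library compounds minus camptothecin and grown for at least 48 hr at 37 °C, after which cellular ATP was quantified by luminescence.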
TDP1 block: TDP1 (human) enzyme inhibition. recombinant TDP1, AlphaScreen DNA substrate cleavage. actives 0.28% (n = 350,000). AID 485290. Q9NUW8. Potency, µM (doses to about 130 µM), for inactives: at the top dose activity change, negative = inhibition, actives largely listed as inhibitors; further: nearly all actives have a fitted effect of over 40% in size
Target sequence (Q9NUW8 whole entry, looked up): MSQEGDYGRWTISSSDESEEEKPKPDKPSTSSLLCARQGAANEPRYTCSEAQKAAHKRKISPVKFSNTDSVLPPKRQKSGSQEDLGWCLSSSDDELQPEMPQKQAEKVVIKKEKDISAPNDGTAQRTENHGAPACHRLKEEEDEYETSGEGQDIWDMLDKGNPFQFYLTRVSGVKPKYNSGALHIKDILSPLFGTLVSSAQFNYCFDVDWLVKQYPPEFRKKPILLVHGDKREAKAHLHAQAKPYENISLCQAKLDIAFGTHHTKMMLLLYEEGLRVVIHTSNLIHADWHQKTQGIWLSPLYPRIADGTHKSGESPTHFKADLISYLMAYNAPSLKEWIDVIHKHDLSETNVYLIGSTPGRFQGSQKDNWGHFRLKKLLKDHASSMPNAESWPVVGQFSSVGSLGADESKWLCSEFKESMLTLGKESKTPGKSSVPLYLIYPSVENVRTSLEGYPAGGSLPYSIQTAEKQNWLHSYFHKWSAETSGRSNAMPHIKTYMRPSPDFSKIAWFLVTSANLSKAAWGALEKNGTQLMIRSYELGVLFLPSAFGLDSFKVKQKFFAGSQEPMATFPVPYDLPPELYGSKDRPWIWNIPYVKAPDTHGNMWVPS
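Compounds were preincubated with Tdp1 (1 nM final) for 15 min at room temperature before substrate (15 nM final) started a 5 min reaction; beads (10 ug/ml final) were then added for 10 min before AlphaScreen detection.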
KAT2A inh: GCN5L2 (KAT2A) acetyltransferase inhibition | Q92830 | GCN5L2 HAT assay, ThioGlo1 CoA-SH fluorescence | actives 0.21% (n = 390,000) | AID 504327 | Potency, µM (doses to about 58.9 µM), for inactives: at the highest dose activity change, negative = inhibition, usual class: inhibitors
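Free CoA generated was detected with ThioGlo1 (50uM) fluorescence at Ex340nm/Em540nm, read immediately and after 20 min at room temperature. Enzyme, 20 nM in HEPES pH 7.5 buffer, saw compounds 15 min before adding 75uM H3(1-25) peptide and 70uM acetyl-CoA.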
* = called active by the depositor; ? = inconclusive; . = not tested or not shown; & = joins results of further samples; [ ] = another dose, or the depositor's remark. The call rests on the fitted dose curve; in most records, active means well fitted curve in the direction sought with a large enough effect; inconclusive means small, poorly fitted or top-dose-only effect, or another doubt; inactive means no such curve, though single readings can be large; an effect the other way counts as inactive or inconclusive. On the % scale 0 is the no-effect control and ±100 the full control effect; potency means the concentration at half of the fitted maximal effect. An excerpt; rates above refer to the full screens.

The opening 2 records (preview)
SMILES	DT40 TDP1 no CPT	TDP1 block	KAT2A inh
COc1ccc(OC)c2c1C(=O)C(Cl)=C(Cl)C2=O	0.411µM*	.	12.6µM*
Cc1nn(CC(=O)NCCc2ccc(Cl)cc2)c(=O)c2cccn12	?	1.2%	-6.9%

Main list, repeating the preview:
SMILES	DT40 TDP1 no CPT	TDP1 block	KAT2A inh
COc1ccc(OC)c2c1C(=O)C(Cl)=C(Cl)C2=O	0.411µM*	.	12.6µM*
Cc1nn(CC(=O)NCCc2ccc(Cl)cc2)c(=O)c2cccn12	?	1.2%	-6.9%
CC1=C(C(=O)O)N2C(=O)[C@@H](NC(=O)C(N)C3=CCC=CC3)[C@H]2SC1 (some centres undefined)	.	9.1%[56.1 µM]	7.7%
COc1cc(C(=O)Nc2ccc3c(c2)N(C2CCCC2)C(=O)c2ccccc2S3)cc(OC)c1OC	?	0.5%	-13.0%
CC(=O)N1CCN(c2ccc(NC(=O)c3cccc(Cl)c3)cc2)CC1	-14.4%	.	-19.8%
CCCCOc1ccccc1NC(=O)c1scc2c1OCCO2	?	-2.4%	-11.2%
O=C(CCc1ccc(S(=O)(=O)N2CCOCC2)cc1)Nc1ccc(N2CCOCC2)cc1	-1.5%	3.1%	.
O=C(OCCOc1ccc(Br)cc1)c1ccc(Cl)c(S(=O)(=O)N2CCOCC2)c1	?	-3.4%	-5.4%
COc1ccc(OC)c(CCNC(=O)Cn2ccc3cc(S(=O)(=O)N4CCCCC4)ccc32)c1	7.31µM*	2.8%	-10.2%
CCCc1cc(C(=O)N2CCN(C(c3ccccc3)c3ccccc3)CC2)no1	?	-4.3%	-7.7%
CC(C)(C)OC(=O)N1O[C@H]2CC1[C@@H]1[C@@H]2N=NN1CCc1ccncc1	-17.9%	.	0.8%
COc1ccc(S(=O)(=O)N(CC(=O)NCc2ccccc2)c2ccc(C)cc2)cc1OC	6.51µM*	4.8%[12.3 µM]	-8.0%
CCOC(=O)N1CCN(C(=O)Nc2ccc(NC(=O)N3CCN(C(=O)OCC)CC3)cc2)CC1	11.6%	3.6%	-5.2%
Cc1ccc(CN2CC(C(=O)Nc3nnc(SCc4c(Cl)cccc4Cl)s3)CC2=O)cc1 (centres undefined)	-28.5%	2.7%	-25.0%
Cc1csc(NC(=O)Nc2cccc(Cl)c2)n1	23.1µM*	5.0%	2.4%
Cc1cccc(C)c1OC(=O)CN(c1ccc(Cl)cc1)S(C)(=O)=O	?	-3.2%	-17.2%
O=S(=O)(Nc1nc2c(s1)CCCC2)c1ccc2ccccc2c1	?	4.7%	1.5%
CCN1CCN(c2ccc(S(=O)(=O)N3CCCCC3)cc2NC(=O)COc2ccc(Cl)cc2)CC1	?	.	-11.8%
O=C(Nc1nnc(-c2ccccc2)s1)c1cccc(S(=O)(=O)N2CCOCC2)c1	-12.8%	7.7%	-8.2%
Cc1ccc(NC(=O)CSc2ccc(S(=O)(=O)N3CCCC3)cn2)cc1F	-21.2%	0.5%	-3.9%

A draw from above in order of length of the SMILES, falling.
SMILES	DT40 TDP1 no CPT	TDP1 block	KAT2A inh
CCOC(=O)N1CCN(C(=O)Nc2ccc(NC(=O)N3CCN(C(=O)OCC)CC3)cc2)CC1	11.6%	3.6%	-5.2%
CC(C)(C)OC(=O)N1O[C@H]2CC1[C@@H]1[C@@H]2N=NN1CCc1ccncc1	-17.9%	.	0.8%
Cc1ccc(CN2CC(C(=O)Nc3nnc(SCc4c(Cl)cccc4Cl)s3)CC2=O)cc1 (centres undefined)	-28.5%	2.7%	-25.0%
Cc1ccc(NC(=O)CSc2ccc(S(=O)(=O)N3CCCC3)cn2)cc1F	-21.2%	0.5%	-3.9%
Cc1csc(NC(=O)Nc2cccc(Cl)c2)n1	23.1µM*	5.0%	2.4%

Further results:
SMILES	DT40 TDP1 no CPT	TDP1 block	KAT2A inh
CC1(c2ccccc2Cl)NC(=O)N(CC(=O)Nc2ccc(N3CCCCC3)cc2)C1=O (centres undefined)	20.6µM*	-1.4%	?
COc1ccc(-c2cc(C(=O)NCc3ccco3)no2)cc1OC	-3.7%	2.9%	1.7%
CCOC(=O)C1=C(Nc2ccc(OC)cc2)OCC1=O	-5.5%	5.7%	-4.2%
COc1ccc(Cl)cc1NC(=O)CN(C)CC(=O)Nc1ccc2c(c1)OCO2	?	1.5%	-1.3%
CCOc1ccc(-n2c(SCC(=O)N3CCC(C)CC3)nc3c([nH]c4ccccc43)c2=O)cc1	5.17µM*	-3.3%	-2.6%
O=C1CC(=O)C(n2cncn2)C(c2cccc(Cl)c2)C1 (centres undefined)	-3.2%	-3.2%	-9.2%
O=C(COC(=O)c1ccccc1O)NC12CC3CC(CC(C3)C1)C2	18.4µM*	-1.9%	-5.0%
COc1ccccc1-c1nnc(Sc2nc([N+](=O)[O-])nn2C)o1	16.4µM*	2.0%	0.1%
CC(=O)Nc1cccc(C(=O)NC(C)c2ccc(-n3ccnc3)cc2)c1 (centres undefined)	-10.3%	1.8%	2.9%
COC(=O)Cn1cc(C(=O)c2cccs2)c2ccccc21	-9.8%	0.0%	-3.0%
CCOC(=O)C1=C(C)c2ccccc2OC1C(=O)OCC (centres undefined)	?	-0.5%[56.1 µM]	-0.9%
COc1cc([N+](=O)[O-])ccc1NC(=O)CSc1nccn1C	-3.8%	-2.7%	-14.4%
CCOC(=O)NC(Nc1ccc(S(N)(=O)=O)cc1)(C(=O)OCC)C(F)(F)F (centres undefined)	-0.7%	2.4%	-22.5%
COCCCNC(=O)/C(C#N)=C/c1cccc(NC(=O)c2ccccc2Cl)c1	2.59µM*	0.6%	26.7%
Cc1csc(N(C(=O)CCNC(=O)c2ccc([N+](=O)[O-])cc2)c2ccccc2)n1	?	-4.6%	-1.6%
O=C(NCCc1ccc(Cl)cc1)C1CCN(S(=O)(=O)c2ccc(Br)s2)CC1	?	-1.2%	-9.7%
Cc1nn(-c2ccccc2)c(C)c1/C=N/NC(=O)c1cc(C23CC4CC(CC(C4)C2)C3)[nH]n1	?	4.1%	-13.0%
CC(C)(C)C1CCC(=O)N(CCC#N)CC1 (centres undefined)	3.7%&-3.4%	.	-0.2%
Cc1cccc(C)c1-n1ncc(C(=O)NCc2ccc3c(c2)OCO3)c1C1CCN(C(=O)OC(C)(C)C)CC1	14.6µM*	6.3%	2.0%
O=C(c1ccc(OC2CCN(CCc3ccccc3)CC2)cc1)N1CCCC1	-10.4%	0.9%	-14.7%

Full records as entered above. Order of values: DT40 TDP1 no CPT, TDP1 block, KAT2A inh
Cc1csc(N(C(=O)CCNC(=O)c2ccc([N+](=O)[O-])cc2)c2ccccc2)n1 in the list: ?, -4.6%, -1.6%
Cc1cccc(C)c1-n1ncc(C(=O)NCc2ccc3c(c2)OCO3)c1C1CCN(C(=O)OC(C)(C)C)CC1 in the list: 14.6µM*, 6.3%, 2.0%

Additional results follow:
SMILES	DT40 TDP1 no CPT	TDP1 block	KAT2A inh
N#Cc1ccccc1OCC(=O)N(C1CCCCC1)C1CCS(=O)(=O)C1 (centres undefined)	-4.1%	-0.6%	-7.1%
Cc1cc2c(cc1S(=O)(=O)NCc1ccc(F)cc1)n(C)c(=O)c(=O)n2C	?	-1.2%	-9.3%
Cn1c(=O)c2cc(C(=O)N3CCN(c4ccc(Cl)cc4)CC3)sc2c2ccccc21	?	4.7%	-4.1%
C/C=C1\COC(C(=O)NCc2ccccc2)(C(F)(F)F)C=C1C=C1CCCCC1 (centres undefined)	?	-2.6%	.
COc1cccc(CNC(=O)CN(c2cc(C)cc(C)c2)S(=O)(=O)c2c(C)noc2C)c1	?	6.1%	-4.8%
COc1ccccc1NC(=O)CSC1=NC(=O)C(Cc2ccccc2)C(=O)N1 (centres undefined)	-4.1%	.	0.9%
Cc1ccc(SCc2c(C(=O)N/N=C/c3cccnc3)nnn2-c2nonc2N)cc1	-26.9%	1.8%	-4.2%
O=C(Nc1ccccn1)c1cccc(S(=O)(=O)N2CCOCC2)c1	-21.5%	2.1%	-3.8%
O=C1NC(=O)c2cc([N+](=O)[O-])cc3cccc1c23	?	0.6%	0.0%
COc1ccc(-c2cc(=O)c3ccc(O)cc3o2)cc1	?	7.5%	.
Cc1cc(OCC(=O)OCC(=O)NCC2CCCO2)ccc1Cl (centres undefined)	-22.5%	0.1%[56.1 µM]	-6.4%
CCCCCN(C(=O)CCC(=O)OCC(=O)N1CCCCC1)c1c(N)n(CCCC)c(=O)[nH]c1=O	-3.7%	2.4%	-1.9%
Cc1ccc(N2CCN(C(=O)c3cn(C)c4ccc(S(=O)(=O)N(C)C)cc4c3=O)CC2C)cc1 (centres undefined)	-36.9%	0.0%	-7.4%
CC(C)CCn1c(Oc2ccccc2F)nc2c1c(=O)n(C)c(=O)n2C	?	9.3%	-4.7%
CCOc1ccc2nc(N/C(N)=N/S(C)(=O)=O)nc(C)c2c1	-27.3%	-1.2%	-7.9%
Cc1cccc(N2CC(O)(c3cccs3)[N+]3=C2CCCC3)c1 (centres undefined)	?	0.0%	-1.8%
COc1ccc(NC(=O)c2cnc[nH]2)cc1	?	4.5%	-10.7%
Nc1cc(=O)[nH]c(=O)n1-c1ccc(Cl)cc1	14.5%	.	5.7%
C[N+]1(CC(=O)OC2CCCCCCCCCCC2)CCCC1	2.59µM*	6.2%	-18.3%
Cn1nnnc1Sc1ncnc2scc(-c3ccc(-c4ccccc4)cc3)c12	.	-3.1%	-6.2%
COc1ccccc1/C=C(/C(=O)OCC(=O)NCc1ccccc1)c1ccccc1	-1.1%	-2.2%	-11.9%
O=C(Nc1ccccn1)C(F)(F)C(F)(F)C(F)(F)C(F)(F)C(=O)Nc1ccccn1	?	0.0%	-7.0%
Cc1c(C(=O)Nc2ccc(Oc3ccccc3)cc2)sc2nc3n(c(=O)c12)CCC3	18.4µM*	5.1%	2.8%
CN(C)S(=O)(=O)c1cc(C(=O)NCCCn2ccc3ccccc32)ccc1Cl	?	5.1%	-7.1%
COc1ccc(CCNC(=O)CSCC(=O)Nc2ccccc2)cc1OC	-1.1%	.	2.3%
COc1ccc(N2C(=O)CC(Sc3ncn[nH]3)C2=O)c(OC)c1 (centres undefined)	2.91µM*	2.9%	-12.2%
Cc1[nH]c2ccccc2c1C(=O)C(C)OC(=O)c1ccccc1NCCO (centres undefined)	?	.	-2.1%
CSc1ccc(C#N)cc1NC(=O)c1ccc(Cl)cc1	-21.7%	-2.1%	2.1%
O=C(Cc1ccccc1[N+](=O)[O-])NCCCN1CCOCC1	-0.8%	2.9%	0.0%
COCCCNC(=O)c1cnc2sc(N3CCCCC3)nn2c1=O	-12.4%	2.6%	-24.2%
Cc1nc(N)sc1-c1csc(Nc2cccc(C(=O)O)c2)n1	7.3%	.	-11.6%
O=C(CN1CCCCCC1)Nc1ccc(F)c(F)c1	-15.6%	.	-3.6%
COc1ccc(S(N)(=O)=O)cc1C(=O)NC1CCCc2ccccc21 (centres undefined)	-10.0%	0.3%	1.8%
CCOC(=O)CCSc1nc(N2CCOCC2)c2c(c1C#N)CC(C)(C)OC2	-25.9%	.	-5.4%
Cc1ccc(S(=O)(=O)N2CCCCC2)cc1NC(=O)COC(=O)C1(C)CC1(Cl)Cl (centres undefined)	-19.6%	1.0%	-2.3%
CCCCn1c(=N)n(CC(=O)c2ccc(Br)s2)c2ccccc21	4.11µM*	1.2%	-3.7%
CC(C)C(C)(C#N)NC(=O)CSc1nnc(-c2ccncc2)n1Cc1ccccc1 (centres undefined)	?	-1.9%	-8.3%

Single values from the results shown.
Cc1ccc(S(=O)(=O)N2CCCCC2)cc1NC(=O)COC(=O)C1(C)CC1(Cl)Cl (centres undefined) | KAT2A inh = -2.3%
Cc1nc(N)sc1-c1csc(Nc2cccc(C(=O)O)c2)n1 | KAT2A inh = -11.6%
O=C(CN1CCCCCC1)Nc1ccc(F)c(F)c1 | DT40 TDP1 no CPT = -15.6%

Screens (PubChem BioAssay)
